# Source: PubChem (several laboratories)
# AHR activator = AHR activators, primary screen, cell-based, luminescence, luciferase reporter, human; AHR-responsive luciferase reporter cells; activation, % at 5 µM; Aryl hydrocarbon receptor (Homo sapiens), P35869; 320,000 tested, 2.5% active; in the data active = activation above about 47%;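 note: 0% = vehicle wells and 100% = reference agonist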
# Target sequence (P35869 whole entry, looked up): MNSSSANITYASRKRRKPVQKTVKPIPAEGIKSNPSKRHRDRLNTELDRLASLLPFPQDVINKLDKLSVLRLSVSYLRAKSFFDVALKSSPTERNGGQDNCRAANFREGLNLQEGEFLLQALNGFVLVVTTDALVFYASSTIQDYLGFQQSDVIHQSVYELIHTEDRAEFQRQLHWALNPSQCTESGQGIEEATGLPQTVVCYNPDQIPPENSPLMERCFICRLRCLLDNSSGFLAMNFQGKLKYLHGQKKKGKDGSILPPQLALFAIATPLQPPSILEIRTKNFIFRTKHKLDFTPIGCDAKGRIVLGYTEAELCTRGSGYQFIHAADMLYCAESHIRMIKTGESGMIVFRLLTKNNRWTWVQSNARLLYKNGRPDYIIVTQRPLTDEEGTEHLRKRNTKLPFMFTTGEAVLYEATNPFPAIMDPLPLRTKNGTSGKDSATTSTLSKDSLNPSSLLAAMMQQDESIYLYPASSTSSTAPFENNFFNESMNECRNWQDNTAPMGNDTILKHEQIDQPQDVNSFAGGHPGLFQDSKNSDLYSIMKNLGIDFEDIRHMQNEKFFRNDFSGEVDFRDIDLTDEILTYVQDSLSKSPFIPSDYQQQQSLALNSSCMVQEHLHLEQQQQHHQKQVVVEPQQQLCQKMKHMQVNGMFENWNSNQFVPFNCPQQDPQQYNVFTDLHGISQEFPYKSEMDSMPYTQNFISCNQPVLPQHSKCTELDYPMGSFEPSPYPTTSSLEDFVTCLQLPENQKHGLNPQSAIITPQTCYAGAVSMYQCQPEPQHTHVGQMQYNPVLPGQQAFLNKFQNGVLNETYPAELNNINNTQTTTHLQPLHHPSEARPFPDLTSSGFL
# CR mimetic SO = reduction of superoxide in aged yeast, primary screen, HTS. 330,000 tested, 0.18% active. S. cerevisiae aged cells, superoxide DHE fluorescence; hits give low values. superoxide response (% of plate mean), % at 10 µM;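 active = superoxide response under a set limit, about three screen SD below normal, cut at about 65% in these data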;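 note: yeast aged for seven days with compound at 30 °C before DHE staining; 100% = average MFI of all compound-treated wells on the plate with controls excluded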
# procasp3 activ = activators of human procaspase-3 D3A mutant, primary screen, biochemical, absorbance, PC-3 D3A mutant, single concentration; Caspase-3 (Homo sapiens), P42574; recombinant procaspase-3 D3A, Ac-DEVD-pNA absorbance 405 nm; activation, % at 8.5 µM; 330,000 tested, 0.11% active;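 active = activation above the mean of all tested compounds plus 3 SD, cut at about 21% in these data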;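 note: 0% = DMSO alone and 100% = DMSO wells spiked with extra 5 µM PC-3 D3A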
# Target sequence (P42574 whole entry D9A/D28A/D175A): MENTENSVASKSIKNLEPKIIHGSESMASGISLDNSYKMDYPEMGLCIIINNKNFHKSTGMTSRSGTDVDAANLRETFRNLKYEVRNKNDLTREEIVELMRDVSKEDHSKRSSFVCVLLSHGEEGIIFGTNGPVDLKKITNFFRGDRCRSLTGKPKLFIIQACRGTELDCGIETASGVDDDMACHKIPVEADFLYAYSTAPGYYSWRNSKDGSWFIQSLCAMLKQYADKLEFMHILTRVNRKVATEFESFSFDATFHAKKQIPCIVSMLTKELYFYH
#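 Evaluation: percent activation relative to control range; Material: Procaspase-3 D3A mutant, all three cleavage aspartates alanine; Compound: single dose, 8.5 µM nominal compound, 0.8% DMSO; Replication: one well per compound; Signal: absorbance at 405 nm, 0 and 120 min; Schedule: 1 h preincubation plus 2 h reaction at 25 °C.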
# procasp7 counter = procaspase-7 activators, primary screen, counter-screen for procaspase-3 activator project, biochemical, absorbance, HTS, human; recombinant procaspase-7, Ac-DEVD-pNA absorbance 405 nm; D23A/D198A/D206A triple mutant, cannot self-cleave; scale: DMSO 0, 5 µM enzyme 100; 330,000 tested, 0.093% active; activation, % at 8.5 µM; Caspase-7 (Homo sapiens), P55210;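 active = percent activation above the screen-wide mean plus 3 SD, cut at about 25% in these data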
#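 buffer or medium = Zinc-free HEPES/NaCl buffer, pH 7.4 | material = Procaspase-7 triple mutant (PC-7 D3A) | input = 2 µM procaspase-7 mutant as dispensed | signal = Epi-absorbance of released pNA at 405 nm, two timepoints | timing = 1 h preincubation, 2 h reaction | replicates = singlicate compound testing | evaluation = % activation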
# MEP2-GFP yeast = modulators of MEP2-GFP levels in yeast, primary screen, S. cerevisiae, multiplex flow cytometry, MLPCN library. S. cerevisiae MEP2-GFP strain, 3 h; 100% = DMSO control level. GFP response vs DMSO, % at 10 µM. 330,000 tested, 0.51% active;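 active = GFP response versus DMSO above a set limit, roughly screen mean plus 3 SD, cut at about 180% in these data; inconclusive = fewer than 70 cells counted for a yeast strain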;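 note: median GFP fluorescence of the barcode-gated MEP2-GFP cells per well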
# GASC-1 inh = inhibitors of GASC-1 histone demethylase, primary screen, biochemical, fluorescence, DELFIA europium. Lysine-specific demethylase 4C (Homo sapiens), Q9H3R0. GST-JMJD2C(1-420) H3K9me3 demethylation. inhibition, % at 2.35 µM. 330,000 tested, 0.069% active. AID 2099, 2009;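 active = more than half of a compound's replicate wells show inhibition beyond 50%, single wells judged on their own value; inconclusive = some, but no more than half, of replicates pass 50% inhibition; inactive = no replicate passes 50% inhibition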;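 note: signal counts dimethyl H3K9 product captured on neutravidin plate; 0% = median of DMSO wells and 100% = 0.3 times that DMSO median; strong numbers were not always called active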
# RPL19A TOR yeast = RPL19A-GFP expression modulators in yeast, primary screen, cell-based, S. cerevisiae, multiplex flow cytometry, MLPCN. S. cerevisiae RPL19A-GFP strain, 3 h; hits give low values. percent response vs DMSO, % at 10 µM. 330,000 tested, 0.3% active;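 active = percent response vs DMSO below 50%; inconclusive = fewer than 70 events counted for the yeast strain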;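 note: median channel GFP fluorescence of the barcoded RPL19A-GFP strain; ratio of sample median GFP to plate DMSO average so 100% = DMSO; lower means less RPL19A-GFP as with rapamycin TOR inhibition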
# LAP4 TOR yeast = modulators of LAP4-GFP expression in yeast, primary screen, S. cerevisiae, multiplex flow cytometry, MLPCN library; GFP response vs DMSO, % at 10 µM; 3 h; median GFP as percent of DMSO wells; 320,000 tested, 0.34% active;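 active = GFP response vs DMSO above a set limit, about the screen mean plus 3 SD, cut at about 150% in these data; inconclusive = under 70 cell events counted for the yeast strain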
# * hit, by the source's call; ? = inconclusive; . = no result given; [ ] = another dose, or the depositor's remark.
SMILES,AHR activator,CR mimetic SO,procasp3 activ,procasp7 counter,MEP2-GFP yeast,GASC-1 inh,RPL19A TOR yeast,LAP4 TOR yeast
O=C(C(=O)N1CCc2ccccc2C1)c1c[nH]c2ccccc12,6,92,0,-3,90,-1,95,105
CCOc1ccc(S(=O)(=O)NCCC(=O)Nc2cccc(C(=O)OC)c2)cc1,17,124,-1,7,104,2,102,95
C=C(C)C1CC=C(C)/C(=N/NC(=O)c2cccc([N+](=O)[O-])c2)C1 (stereo not drawn),35,93,1,5,98,-10,113,105
O=C(COc1cccnc1[N+](=O)[O-])NCCc1ccc(F)cc1,-3,102,0,5,97,-1,92,101
COC(CNC(=O)CN1CCN(Cc2ccccc2F)C1=O)OC,4,100,12,-16,92,-2,101,92
O=C(CCN1C(=O)S/C(=C\c2ccccc2)C1=O)NC1CCS(=O)(=O)C1 (stereo not drawn),2,92,1,-10,115,13,108,101
O=C1C2C3C=CC(C3)C2C(=O)N1CCN1CCN(Cc2ccc([N+](=O)[O-])cc2)CC1 (stereo not drawn),-3,98,10,-6,107,-22,102,93
O=c1[nH]c2ccc(NC(=S)NCCc3ccccc3)cc2[nH]1,1,98,-2,-7,94,-6,96,99
C=CCNC(=S)NN=C1CCCCCCC1,0,107,0,6,98,-12,97,108
Cc1ccc2nc(SCC(=O)OCc3ccccc3)nc(=O)n2c1,1,102,1,7,113,-24,99,106
CC(C)(C)OC(=O)C[C@@H]1C/C=C\C[C@@H](CC(=O)NCCO)C(=O)N[C@H](Cc2ccccc2)COC1=O,-2,84,9,0,110,3,99,117
Cc1ccc2c(c1)C(c1ccccc1)N(C(=O)c1cc3ccccc3oc1=O)CC(=O)N2 (stereo not drawn),9,91,0,1,100,2,98,107
CC(C)N(Cc1ccccc1)C(=S)Nc1ccc(F)cc1,1,92,4,-3,102,-38,106,104
NS(=O)(=O)c1ccc(-n2cccc2C=O)cc1,2,90,3,2,97,-15,98,84
O=C(NCCOc1ccc(Cl)cc1)c1ccco1,0,101,6,2,105,1,101,104
COc1ccc(CCNC(=O)CC(C)(C)CC2=NS(=O)(=O)c3ccccc3N2)cc1OC,1,111,3,-5,101,-4,100,96
CC(O)c1ccc2c(c1)OCCOCCN(C)CCOCCO2 (stereo not drawn),-2,118,4,-1,98,3,101,92
CCOc1ncccc1C(=O)NCC(c1ccccc1)N(C)C (stereo not drawn),9,105,-4,8,101,8,102,95
Cc1cccc(NC(=O)CCN2C(=O)c3ccccc3C2=O)n1,-3,92,-7,-5,100,3,93,95
O=C(CC1C(=O)NCCN1Cc1c(F)cccc1Cl)NC1CCCCCC1 (stereo not drawn),0,80,-7,3,94,-4,98,93
Cc1cc(C)c(S(=O)(=O)Nc2ncn[nH]2)c(C)c1,.,102,.,.,96,-1,108,66
Cc1ccc(-c2ccc(CCC(=O)O)n2NC(=O)c2cccs2)cc1,0,111,-3,0,108,16,101,99
Cc1ccc(NC(=O)CCC(=O)OCc2ccc(Br)cc2)cc1,0,97,1,-1,103,-2,106,85
COc1ccccc1C(=O)N1CCN(CCc2ccccc2)CC1,-3,100,2,-8,99,-1,98,106
CCCc1cc2c(cc1NC(=O)c1ccc(Br)cc1)OCO2,21,101,2,7,113,-10,104,111
# (cont.)
SMILES,AHR activator,CR mimetic SO,procasp3 activ,procasp7 counter,MEP2-GFP yeast,GASC-1 inh,RPL19A TOR yeast,LAP4 TOR yeast
CN(C(=O)COC(=O)CNC(=O)c1ccc(Cl)cc1Cl)c1ccccc1,2,70,3,-6,100,12,101,97
CC(Sc1ncn[nH]1)C(=O)Nc1ccc(Cl)cn1 (stereo not drawn),3,105,-5,2,105,-4,103,104
COc1ccc(C2=CC3=C(Br)C(=O)C(C)(OC(=O)c4ccc(Cl)nc4)C(=O)C3=CO2)cc1 (stereo not drawn),5,104,2,8,84[may fluoresce violet],8,21*[may fluoresce violet],59[may fluoresce violet]
c1ccc(NC(=NCc2ccco2)c2ccccc2)cc1,0,121,-1,-5,108,?,101,111
Cc1ccc(O)c(NC(=O)CCCC(=O)O)c1,-2,83,-12,1,99,-3,97,89
COc1cc([N+](=O)[O-])ccc1NC(=O)C[n+]1cccc(C)c1,4,122,6,-4,103,-17,93,96
c1ccc(-c2cncnc2)cc1,-1,112,-5,4,92,.,99,105
O=C(NCc1cccs1)C1CC(=O)N(c2ccc(Cl)cc2)C1 (stereo not drawn),1,94,7,5,93,-16,88,91
COC(=O)CC1SC(=O)NC1=O (stereo not drawn),4,107,3,15,90,4,91,91
COc1cccc(C(=O)OCC(=O)NC(=O)NC2CCCC2)c1O,2,96,9,0,100,0,99,116
O=C(NCCCc1ccccc1)c1c(O)nc2sccn2c1=O,-2,89,18,4,85,96,90,120
Cc1ccn(CCNC(=O)C2CCC(=O)N(Cc3ccc(Cl)cc3)C2)n1 (stereo not drawn),1,95,2,-3,128,-10,104,90
Cc1ccc(C(=O)N(CN2CCCC2=O)c2ccccc2)cc1C,10,112,5,-7,89,-11,92,105
COc1cccc2cc(C(=O)Nc3ccccc3C)/c(=N/O)oc12,37,95,-15,-4,104,-4,100,101
O=C(COC(=O)/C=C/c1ccc(Cl)cc1)NCCC1=CCCCC1,3,97,7,-2,75,-20,86,72
CCOc1cccc(C(=O)N/N=C/c2ccoc2)c1,.,91,.,.,102,4,110,73
Cc1cccc(NS(=O)(=O)c2cc(C(=O)N3CCOCC3)ccc2Cl)c1,-2,100,4,1,108,-8,107,110
COc1ccc(-n2nc3ccc(NS(C)(=O)=O)cc3n2)cc1Cl,2,97,3,2,93,.,96,102
CC(C)(C)c1ccc(/C=C/C(=O)NCCCn2ccnc2)cc1,3,92,-4,-2,110,-6,111,99
O=C(O)CCCNC(=O)CCCNC(=O)C(c1ccccc1)c1ccccc1,-1,72,5,3,103,-3,106,101
O=C(c1cccnc1)N1CCC(Oc2ccc(C(=O)N3CCCC(O)C3)cc2)CC1 (stereo not drawn),-2,93,1,-4,99,21,108,101
CCOc1ccccc1Oc1coc2cc(OCC(=O)O)ccc2c1=O,0,105,-3,-9,97,0,96,93
COc1ccccc1N(C)S(=O)(=O)c1ccc(C(=O)N2CCCc3ccccc32)cc1,-1,125,5,5,106,1,101,99
FC(F)(F)c1ccccc1NC(=S)Nc1ccccc1,1,110,6,15,99,-9,100,98
Cc1ccc(Oc2ncnc(N)c2[N+](=O)[O-])cc1,1,110,8,3,106,27,95,114
# (further entries)
SMILES,AHR activator,CR mimetic SO,procasp3 activ,procasp7 counter,MEP2-GFP yeast,GASC-1 inh,RPL19A TOR yeast,LAP4 TOR yeast
COc1ccccc1NC(=O)C(C)NS(=O)(=O)c1ccccc1 (stereo not drawn),0,86,-4,9,101,-7,98,100
CCOc1ccc(C(=O)NCc2ccco2)cc1OCC,5,94,3,7,98,-5,103,101
CC1CCCCC1NC(=O)CN1CCC(O)(c2ccc(F)cc2)CC1 (stereo not drawn),0,90,-9,-2,111,-4,104,104
CCC1CN(C(=O)N2CCC(C(=O)NCc3ccco3)CC2)c2ccccc2O1 (stereo not drawn),2,88,6,7,119,-8,101,105
Cc1cccc(-c2ncc(CN3CCN(C4CCCC4)C(CCO)C3)cn2)c1 (stereo not drawn),4,94,-1,5,107,-1,104,110
Cc1cccc(N(O)C(=O)Nc2cccc(Cl)c2)c1,.,93,.,.,114,0,105,99
Cc1c(Cl)cccc1NC(=O)CCS(=O)(=O)c1cccc2nonc12,17,107,0,-6,99,3,99,90
CCCC(NCC(=O)Nc1cc(S(=O)(=O)N2CCOCC2)ccc1OC)c1ccccc1 (stereo not drawn),-2,106,9,-6,102,-5,94,95
COc1cc(C(=O)N(Cc2ccc(F)cc2)C2CCS(=O)(=O)C2)cc(OC)c1OC (stereo not drawn),-2,103,-8,1,97,1,98,92
CCOC(=O)/C(=C/C1=CC(=C/N(C)C)/C(=O)O1)C(C)=O,-2,110,2,-9,111,5,93,109
N#CCCn1cc(CNC2CCC(O)CC2)c2ccccc21 (stereo not drawn),4,99,-3,2,245*[may fluoresce violet],-15,46*[may fluoresce violet],60[may fluoresce violet]
Cc1cc(OCC(=O)OCC(=O)c2c(N)n(C)c(=O)n(C)c2=O)ccc1Cl,0,96,4,7,93,-1,95,86
O=C(CCNC(=O)c1ccco1)Nc1ccc(SC(F)F)cc1,4,97,6,7,96,3,96,116
CNC(=S)N(CCc1c(C)[nH]c2ccc(C)cc12)Cc1cccs1,30,120,15,-2,94,-3,99,89
CC(C)(C)c1ccc(C(=O)NC2CCN(Cc3ccccc3)CC2)cc1,4,85,6,12,107,19,107,100
Cc1c(NC(=O)CCc2ccccc2)cccc1[N+](=O)[O-],5,91,-8,3,99,-31,92,92
COc1ccc(NC2CCCN(C(=O)c3oc(C)cc3C)C2)cc1OC (stereo not drawn),22,95,-21,-22,95,3,96,86
COC(=O)CSc1nc(NCC(C)C)nc(N2CCOCC2)n1,0,136,-5,5,103,-3,99,103
Clc1cccc2sc(N3CCCCC3)nc12,1,100,8,6,100,-44,97,101
CC(C)C(=O)Nc1cccc(NC(=O)c2cccnc2)c1,19,103,0,3,101,-2,98,96
CCCCNC(=O)COn1nnc2ccc(S(=O)(=O)N3CCOCC3)cc21,-2,98,0,-1,90,-11,94,98
Cc1ccc(-c2c(C(=O)NCc3ccccc3)oc(=O)c3ccccc23)cc1,9,101,-4,-2,103,-2,104,102
COc1ccc(OC(=O)/C=C/c2ccc([N+](=O)[O-])cc2)cc1,0,85,-1,3,110,3,101,101
COc1ccc(CNC(=O)/C=C/C(=O)O)cc1,-2,114,3,-1,92,-3,96,102
COc1ccc(S(=O)(=O)Nc2ccc(Oc3ncccn3)c(Cl)c2)cc1,-1,121,0,5,98,-2,101,.
# Continuation.
SMILES,AHR activator,CR mimetic SO,procasp3 activ,procasp7 counter,MEP2-GFP yeast,GASC-1 inh,RPL19A TOR yeast,LAP4 TOR yeast
Cc1cc(S(=O)(=O)N2CCOCC2)ccc1OCC(=O)N1CCCCC1,0,95,0,0,99,1,96,102
C=CCOc1nc(-c2ccncc2)nc2ccccc12,52*,98,-13,1,96,3,93,103
Cc1ccccc1OCc1nc2ccc(S(=O)(=O)N3CCOCC3)cc2[nH]1,6,105,-18,-16,95,3,101,97
CCCN(CC(=O)Nc1ccccc1C)C(=O)c1sc2ccccc2c1Cl,5,150,-2,-13,96,-1,100,104
Cc1ccc(NC(=S)NC(=O)C2CCC2)cc1C,1,98,0,-10,102,2,105,118
Cc1ccc(S(=O)(=O)Nc2cccc3ncccc23)s1,21,88,-22,-17,100,6,91,146

# Results in CR mimetic SO, GASC-1 inh and LAP4 TOR yeast, for three of the compounds above:
SMILES	CR mimetic SO	GASC-1 inh	LAP4 TOR yeast
C=CCOc1nc(-c2ccncc2)nc2ccccc12	98	3	103
Cc1ccccc1OCc1nc2ccc(S(=O)(=O)N3CCOCC3)cc2[nH]1	105	3	97
CCCN(CC(=O)Nc1ccccc1C)C(=O)c1sc2ccccc2c1Cl	150	-1	104
